Assay outcomes deposited in PubChem by several laboratories.
P. falciparum M1AAP = P. falciparum M1AAP inhibitors, biochemical, fluorogenic H-Leu-NHMec substrate, 1536-well (AID 1445). recombinant M1AAP, H-Leu-NHMec fluorogenic kinetic assay; higher % means a stronger effect. one-dose inhibition, % at 30 µM; IC50 in µM for titrated hits. hit rate 0.42% among 220,000;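 active means primary inhibition above the hit cutoff, then over 50% inhibition at one or more dose response concentrations, cut at about 23% in these data, passing the limit was not always enough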;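 further: plate controls were DMSO full reaction for no effect and no enzyme background for full effect; strong numbers were not always called active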
Dynein transport = inhibitors of GR-EGFP nuclear translocation, primary screen, dynein cargo transport inhibitor project, imaging, high-content, 3617.4 mouse cells. z-score, hits read low. test concentration mostly 20 µM; stimulated with dexamethasone, 1 µM; stronger effect = lower value. hit rate 0.47% among 220,000;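 active means plate z-score of nuclear minus cytoplasmic receptor signal below a set negative limit, without overly bright fluorescence or cell loss, cut at about -3.5 in these data, passing the limit was not always enough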;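 further: z-score of nuclear minus cytoplasmic ring GR-EGFP intensity difference per well; some compounds called inactive have numbers as strong as hits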
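Buffer or medium – tet-free medium with charcoal-stripped serum · Signal – automated 10x imaging of fixed Hoechst-stained cells · Also added – dexamethasone agonist, 1.0 µM final, for 30 min · Incubation – induction 48 h, compound 1 h, agonist 30 min · Read-out – GR-EGFP nuclear translocation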
MT stabilizer = microtubule stabilizers in HeLa cells, primary screen, imaging, high-content imaging. HeLa tubulin immunostaining HCS, 24 h; share of cells brighter than vehicle mean+2SD. % tubulin-high responders, % at 10 µM. hit rate 0.83% among 200,000. AID 2205, 2009;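 active means plate Z-score above 3 for both tubulin-high and condensed-nucleus cell shares, with cell loss under 80%, at 10 µM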;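 further: anti alpha tubulin signal scored within the nucleus-defined area of each cell; some results filed as inactive read as strong as hits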
ER stress rescue = rescue of cells from ER stress-induced death, primary screen, 384-well, CSM14.1, thapsigargin, ATP luminescence (AID 1222). CSM14.1 thapsigargin-induced death rescue, ATP luminescence; higher % means a stronger effect. cellular ATP content (survival), % at 20 µM; hits with a dose series show EC50 in µM. 190,000 tested, under 10 active;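 active means EC50 below 50 µM in the dose-response confirmation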;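 further: death triggered by thapsigargin at about 15 µM added after 2 h compound pretreatment; cell ATP read after overnight thapsigargin exposure of roughly 18 to 22 hours; normalized against plate controls of thapsigargin alone and 5% DMSO vehicle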
M17LAP inhibition = P. falciparum M17LAP inhibitors, primary screen, biochemical, fluorogenic H-Leu-NHMec substrate, 1536-well (AID 1619); Leucine aminopeptidase (Plasmodium falciparum (isolate 3D7)); recombinant M17LAP, H-Leu-NHMec fluorogenic kinetic assay; higher % means a stronger effect; one-dose inhibition, % at 30 µM; IC50 in µM for titrated hits; hit rate 0.38% among 220,000;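 active means compound inhibiting the enzyme by more than half at any dose during confirmatory dose-response retesting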;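 further: plate controls were full reaction with DMSO carrier for no effect and no enzyme background for full effect; strong numbers were not always called active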
Yfh1-depleted yeast = enhancers of respiration in Yfh1-depleted yeast, dose response, Friedreich's ataxia, plus single-dose screen (AID 1465) | S. cerevisiae Yfh1-off respiration, WST-1 reduction, 72 h; higher fold induction means a stronger effect | one-dose fold induction at 50 µM; EC50 in µM for titrated hits | hit rate 0.074% among 220,000;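 active means fold induction of absorbance versus untreated yeast above a set limit, then at least 30% activation at any dose in follow-up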;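 further: activators that raise dye reduction in frataxin-depleted yeast; strong numbers were not always called active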
Insulin prom up = insulin promoter activators in MIN6 cells, imaging, high-content screening, mouse beta cells | hit rate 0.3% among 190,000 | z-score at 5 µM | MIN6 insulin promoter-GFP reporter; stronger effect = higher value | AID 1625, 2009;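 active means z-score above 3 at 5 µM with at least 500 cells counted in the well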
Autophagy mod = autophagy modulators in MEF cells, primary screen, imaging, high-content, MEF GFP-LC3; MEF GFP-LC3 puncta imaging; test concentration mostly 10 µM; hit rate 0.98% among 190,000; calls only at 10 µM (by protocol);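 active means percentage of spot-positive cells more than 3 SD above its plate mean, without a fluorescence outlier flag or 80% toxicity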;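 further: spot-positive cell cutoff set from DMSO-treated cells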
Hep lipid drop = inhibitors of hepatocyte lipid droplet formation, primary screen, imaging, high-throughput imaging, BODIPY stain; AML12 mouse hepatocytes, oleate lipid droplets; inhibition, % at 6.5 µM; hit rate 0.4% among 240,000; AID 1656, 2009;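 active means lipid droplet intensity inhibited by at least 50%, with more than 500 cells counted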
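Assay system: AML12 mouse liver cells | Compound dosing: One dose, 6.5 µM compound | Read-out basis: Droplet intensity reduction, % inhibition | Measured by: Fluorescence imaging, 20x objective, two fields per well | Schedule: Overnight treatment with compound plus oleate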
Dynein transport cytoplasmic EGFP = also measured in Dynein transport; calls as there; z-score; measured here: cytoplasmic GR-EGFP intensity; stronger effect = higher value
Dynein transport nuclear GR-EGFP = recorded beside Dynein transport, whose call it bears; z-score; measured here: nuclear GR-EGFP intensity;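 lower value marks the stronger effect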
Dynein transport cell count = also measured in Dynein transport; calls as there; z-score; measured here: cell count per field
Insulin prom up cell count = recorded beside Insulin prom up, whose call it bears; cell count; measured here: cytotoxicity, nuclei count;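 total cells summed across four imaged fields per well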
Hep lipid drop cells 6.5 µM = further read-out of Hep lipid drop, marked with its call; cell count; measured here: cell count, cytotoxicity flag;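 cells counted across two imaged fields per well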
MT stabilizer Hoechst-high % = also measured in MT stabilizer; calls as there; % Hoechst-high responders; measured here: nuclear condensation Hoechst responders;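 share of cells brighter than vehicle mean plus two SD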
MT stabilizer cytotoxicity % = second read-out of MT stabilizer, no call of its own (marks repeat the call); toxicity, %; measured here: cytotoxicity by cell density;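 0% = mean cell density of plate MIN control wells and 100% = no cells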
Autophagy mod cell loss 18 h = second read-out of Autophagy mod, no call of its own (marks repeat the call); toxicity, %; measured here: cell loss, nuclei count;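 cell loss after 18 h compound exposure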
Active calls of the source: *; i = inactive; / = not tested or not shown; + = active, no number.

SMILES	P. falciparum M1AAP	Dynein transport	Dynein transport cytoplasmic EGFP	Dynein transport nuclear GR-EGFP	Dynein transport cell count	MT stabilizer	MT stabilizer Hoechst-high %	MT stabilizer cytotoxicity %	ER stress rescue	M17LAP inhibition	Yfh1-depleted yeast	Insulin prom up	Insulin prom up cell count	Autophagy mod	Autophagy mod cell loss 18 h	Hep lipid drop	Hep lipid drop cells 6.5 µM
CN(C)CC(C)(C)CNC(=O)c1cc(=O)c2ccccc2o1	1%	0.43	-0.28	0.88	0.092	1.5	2.0	7.2	-1.8%	-4%	i	/	/	i	0	-5	777
Cc1csc(SCC(=O)NC(=O)NCCC(C)C)n1	0%	-0.087	-0.31	0.24	0.32	4.7	4.3	2.7	-1.4%	6%	i	-1.5	1428	i	34	9	699
O=C(NCC1(c2ccccc2)CCCC1)c1ccc(Br)cc1	2%	-0.09	-0.19	0.054	0.58	2.6	1.9	13	-0.9%	5%	i	0.41	1540	i	22	-8	701
COC(=O)c1ccc(C(=O)N(CCN(C)C)c2nc3c(Cl)cccc3s2)cc1	-3%	-0.84	-0.32	-0.62	0.17	2.5	2.3	5.9	-0.9%	-4%	i	-0.48	1161	i	6	-7	721
Cc1ccc(S(=O)(=O)/N=C(/Nc2ccccn2)c2ccc(Cl)cc2)cc1	-10%	/	/	/	/	1.0	1.8	8.3	-1.4%	4%	i	-0.09	1086	i	0	14	723
O=S(=O)(c1ccc2ccccc2c1)N(CC(O)CN1CCOCC1)c1ccccc1 (centres undefined)	6%	-0.66	-0.19	-0.38	-0.08	3.7	2.2	6.0	-1.2%	14%	i	-0.51	1111	i	5	/	/
CC(C)Oc1ccc(CSc2ncn[nH]2)cc1	7%	-0.81	-0.25	-0.58	0.26	3.0	0.7	5.9	-1.2%	18%	i	-0.58	1405	i	3	-5	753
CCOc1ccccc1-n1c(=S)sc2c(=O)n(-c3ccccc3)c(=S)[nH]c21	-2%	-0.044	-0.28	-0.044	0.21	2.8	0.8	5.0	-0.9%	-11%	i	1.6	1191	i	15	-2	770
COC(=O)c1cccc(NC(=O)c2ccco2)c1	-6%	0.096	-0.19	-0.0029	-0.73	4.2	2.3	4.7	-1.9%	-2%	i	/	/	i	-9	-13	718
O=C(N1CCN(c2cccc(Cl)c2)CC1)C1(c2cccs2)CCOCC1	5%	1.3	-0.15	0.88	-1.7	3.0	3.4	9.6	-2.2%	-11%	i	2.4	1515	i	-6	-32	683
COc1ccc2c(c1)c1nc3ccccc3nc1n2Cc1ccc(OC(C)C)c(OC)c1	7%	-1.7	2	0.076	-0.59	5.6	2.1	9.4	1.7%	-2%	i	0.95	1398	+	1.4*	-11	677
CCC(C)[C@H](NC(=O)Nc1ccccc1F)C(=O)OC (some centres undefined)	0%	-0.47	0.06	-0.22	0.94	/	/	/	/	11%	i	0.95	1400	/	/	9	697
NNc1nc2cccnc2n(CCNc2ncc(C(F)(F)F)cc2Cl)c1=O	2%	-0.24	-0.19	-0.2	-0.11	3.6	2.9	8.4	-1.9%	-4%	i	0.05	1207	i	50	8	686
COc1ccc(C(=O)COC(=O)c2cc(S(=O)(=O)NCc3ccccc3)ccc2O)cc1	5%	0.12	-0.35	0.51	-0.64	1.3	1.8	6.9	0.2%	5%	i	-0.27	1143	i	-3	6	684
COc1ccc(C2=CC(=O)OC3(CCCCC3)O2)cc1	11%	-0.52	-0.25	-0.23	1.1	4.4	2.4	5.5	-1.5%	0%	i	0.76	1038	i	3	10	809
CC(C)(C)c1ccc(C(=O)N/C(=C\c2cccs2)C(=O)NCc2ccco2)cc1	14%	0.67	-0.068	0.6	-1.3	1.3	1.1	10	-1.5%	16%	i	1.9	1215	i	0	/	/
Cc1ccccc1NS(=O)(=O)c1cc(S(C)(=O)=O)ccc1C	3%	-0.004	-0.13	-0.45	-0.041	2.1	3.3	5.2	-0.1%	8%	i	-0.06	1301	i	1	-6	588
Cc1cc(C(=O)N(C)C)sc1-c1ccccc1	-2%	-0.85	-0.26	-0.67	0.85	3.1	2.3	6.3	0.6%	10%	i	/	/	i	-3	16	730
O=C(NNS(=O)(=O)c1ccccc1C(F)(F)F)c1cc2ncc(C(F)(F)F)cc2s1	5%	-0.48	-0.27	-0.44	0.87	/	/	/	/	16%	i	0.18	1398	/	/	6	729
Cn1c(SCc2ccccc2[N+](=O)[O-])nnc1-c1cccnc1	-2%	-0.52	-0.28	-0.17	0.49	2.7	1.5	1.9	-12%	6%	i	-0.17	1216	i	21	-9	709
O=C(NCc1ccco1)c1cc(-c2ccccc2)nc2ccccc12	3%	1.3	-0.42	0.49	1.1	2.3	0.8	2.9	-4.4%	6%	i	-0.57	855	i	-3	-18	686
COc1ccc(OC)c(NC(=O)CSc2nnnn2-c2ccccc2F)c1	0%	-1.1	-0.18	-0.53	0.51	0.9	1.3	6.2	-0.5%	-5%	i	1.2	1247	i	6	/	/
CCN1CCN(Cc2c(O)ccc3c2O/C(=C\c2ccccc2)C3=O)CC1	13%	-0.76	-0.11	-0.26	0.14	2.0	2.3	5.4	-0.8%	35%	i	0.33	1235	i	14	1	665
CNc1nnc(CSc2nc(C)cc(C)n2)s1	6%	0.0077	0.027	0.63	-0.22	3.3	3.4	55	-1.0%	-1%	i	/	/	i	5	6	715
Cc1cc(N2CCCC(C(=O)Nc3ccc4c(c3)CCC4)C2)n2ncnc2n1 (centres undefined)	-3%	-0.65	-0.16	-0.08	0.038	6.5	3.1	5.8	-2.0%	-6%	i	-1.2	841	i	13	/	/
Clc1ccc(Cc2ccccc2)nn1	2%	3	-0.2	0.85	-0.98	2.2	1.4	8.4	-2.1%	-3%	i	1.1	1593	i	1	/	/
Cc1ccccc1C(=O)NNC(=O)C1CCCN(c2ncccn2)C1 (centres undefined)	-4%	1.2	-0.23	-0.031	-0.34	1.5	2.6	8.1	1.3%	-4%	i	/	/	i	1	/	/
O=C(c1ccccc1)C1CCN(CC(=O)N2CCN(c3ccccc3)CC2)CC1	11%	0.042	-0.38	0.13	0.59	3.4	2.2	1.2	1.5%	11%	i	0.32	1500	i	-4	1	670
Nc1c(C(=O)O)sc2nc(-c3ccccc3)cc(-c3ccccc3)c12	22%	-0.57	-0.17	-0.25	1.4	/	/	/	/	9%	i	4.6*	1411*	/	/	-1	763
CC(C)(C)c1nc(CN2CCCCC2)cc(CN2CCCCC2)c1O	0%	-0.51	-0.027	-0.21	0.47	6.0	4.1	11	-1.5%	13%	i	-1.3	1217	i	10	/	/
O=C(CSc1nc2scc(-c3ccccc3)c2c(=O)[nH]1)NC1CCCCC1	-10%	0.72	-0.23	0.28	0.0026	1.4	0.9	3.1	-2.1%	-7%	i	/	/	i	20	0	686
Cc1cc(C)c2nncn2n1	1%	0.89	-0.27	1.1	-0.68	/	/	/	/	2%	i	1.1	959	/	/	5	683
O=C(c1cc(-c2ccc(Cl)cc2Cl)on1)N1CCOCC1	0%	-0.46	-0.25	-0.43	1.2	2.5	2.8	8.0	-4.7%	2%	i	0.45	1196	i	-2	0	746
O=S1(=O)CCC(N=Nc2c(O)n(Cc3ccccc3)c3ccccc23)C1 (centres undefined)	6%	0.97	-0.22	0.5	0.012	/	/	/	/	-3%	i	-0.62	1124	/	/	1	772
COC(=O)c1ccc(Oc2ccc(C(F)(F)F)cn2)cc1	-2%	-0.19	-0.35	-0.41	0.42	7.0	1.6	4.0	/	-4%	i	-0.46	1265	i	-1	0	692
Cn1c(CO)nc2cc(N)ccc21	10%	-0.0012	-0.15	0.13	0.93	0.8	4.2	5.8	-0.3%	-9%	i	0.76	1543	i	-4	/	/
O=C(O)COc1c(-c2ccccc2)oc2ccccc2c1=O	1%	-1.1	0.95	-0.5	1.2	1.8	1.5	5.7	-0.5%	-2%	i	0.94	867	i	-6	0	729
O=C(COC(=O)c1cc(=O)[nH]c2ccccc12)Nc1nc(-c2cccc(Br)c2)cs1	4%	-0.0082	-0.21	-0.33	-0.25	2.1	3.7	8.7	-1.5%	-13%	i	0.46	1269	i	-21	4	634
COc1ccc(-c2cnc(N)n2C)cc1	7%	-0.0024	-0.36	-0.56	-0.42	4.4	2.0	3.9	-2.4%	0%	i	-0.02	1454	i	0	-2	626
N#C/C(=C\c1ccc(C(=O)O)cc1)S(=O)(=O)c1cc(Br)ccc1Br	7%	-0.35	-0.26	0.21	0.41	2.0	2.3	4.0	-0.5%	18%	i	0.97	1228	i	18	-10	676
CCNc1nc2nonc2nc1NCC	8%	-0.47	-0.22	0.014	-0.2	6.2	2.7	8.5	1.2%	10%	i	-0.54	1585	i	-5	/	/
CCn1c(SCC(=O)N2CCCC2)nnc1-c1ccc(N)cc1	12%	0.26	-0.25	0.067	-0.22	3.6	1.9	6.4	-1.3%	14%	i	/	/	i	3	2	686
